# High-throughput results (PubChem)
# NOD2 inhibition – inhibition of NOD2-driven NF-kB reporter – cell-based, luminescence, uHTS, HEK293 (AID 1566); HEK293 NOD2/NF-kB luciferase reporter, luminescence; higher % means a stronger effect; inhibition, % at 4 µM, or EC50 in µM where a hit was titrated; 0.63% of 290,000 active; in the data active = inhibition above about 50%; note: many of its hits are not listed in these tables
# b-catenin transl – alters nuclear translocation of beta-catenin in HeLa cells | 0.3% of 190,000 active | nuclear translocation activity, % at 5 µM | immunofluorescence imaging;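 active = nuclear translocation activity above 50% at 5 µM, with a well cell count of 50 or more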;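 note: per-cell ratio of nuclear to cytoplasmic median beta-catenin stain intensity; plate controls were DMSO negative control for no effect and GSK-3 inhibitor IX positive control for full effect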
#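 Assay system: human HeLa cells, native beta-catenin; doses: 5 µM primary, 0.02–20 µM confirmation; incubation: compound treatment 24 h, 37°C, 5% CO2; technique: fluorescence imaging of beta-catenin antibody stain plus DAPI; measure: % activation, nuclear-to-cytoplasmic median beta-catenin signal ratio per cell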
# MT stabilize HCS – microtubule stabilizers in HeLa cells; HeLa tubulin immunostaining HCS, 24 h; share of cells brighter than vehicle mean+2SD; % tubulin-high responders, % at 10 µM; 0.83% of 200,000 active; AID 2205;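 active = plate Z-score above 3 for both tubulin-high and condensed-nucleus cell shares, with cell loss under 80%, at 10 µM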;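 note: anti alpha tubulin signal scored within the nucleus-defined area of each cell; some results filed as inactive read as strong as hits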
# WT yeast gro inh – growth inhibition of WT yeast, mitochondrial fusion screen | mitochondrial fusion phenotypic screen, WT strain | inhibition, % at 10 µM | 2.1% of 190,000 active | AID 1362; in the data active = inhibition above about 58%; tested in S. cerevisiae
# Insulin prom up – MIN6 insulin promoter up-regulation. z-score at 5 µM. MIN6 insulin promoter-GFP reporter, high-content imaging; active compounds read high. 0.3% of 190,000 active;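 active = z-score above 3 at 5 µM with at least 500 cells counted in the well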
# Dynein transport – blocks dynein driven cargo transport along microtubules; 3617.4 mouse cells, GR-EGFP nuclear translocation imaging; test concentration mostly 20 µM; stimulated with dexamethasone, 1 µM; active compounds read low; z-score, hits read low; 0.47% of 220,000 active; AID 1381;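 active = plate z-score of nuclear minus cytoplasmic receptor signal below a set negative limit, without overly bright fluorescence or cell loss, cut at about -3.5 in these data, passing the limit was not always enough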;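 note: z-score of nuclear minus cytoplasmic ring GR-EGFP intensity difference per well; some compounds called inactive have numbers as strong as hits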
#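 Also added – dexamethasone, 1.0 µM final · Buffer or medium – tet-free, stripped-serum medium · Schedule – induction 48 h, compound 1 h, agonist 30 min · Detection – formaldehyde fixation, Hoechst nuclear stain, 10x automated fluorescence imaging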
# Hep lipid drop – modulators of hepatic lipid droplet formation. 0.4% of 240,000 active. AID 1656. inhibition, % at 6.5 µM. AML12 mouse hepatocytes, oleate lipid droplets, BODIPY imaging;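 active = lipid droplet intensity inhibited by at least 50%, with more than 500 cells counted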
#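 Assay system: AML12 mouse liver cells | Compound dosing: One dose, 6.5 µM compound | Read-out basis: Droplet intensity reduction, % inhibition | Measured by: Fluorescence imaging, 20x objective, two fields per well | Schedule: Overnight treatment with compound plus oleate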
# Yfh1-depleted yeast – enhancers of respiration in Yfh1-depleted yeast, dose response, Friedreich's ataxia, plus single-dose screen (AID 1465); S. cerevisiae Yfh1-off respiration, WST-1 reduction, 72 h; higher fold induction means a stronger effect; one-dose fold induction at 50 µM; EC50 in µM for titrated hits; 0.074% of 220,000 active;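 active = fold induction of absorbance versus untreated yeast above a set limit, then at least 30% activation at any dose in follow-up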;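 note: activators that raise dye reduction in frataxin-depleted yeast; strong numbers were not always called active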
# Autophagy mod – alters autophagy in cells; calls only at 10 µM (by protocol); MEF GFP-LC3 puncta imaging; test concentration mostly 10 µM; 0.98% of 190,000 active;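 active = percentage of spot-positive cells more than 3 SD above its plate mean, without a fluorescence outlier flag or 80% toxicity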;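 note: spot-positive cell cutoff set from DMSO-treated cells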
# WT yeast gro inh mutant strain – further read-out of WT yeast gro inh, marked with its call; inhibition, %; mitochondrial fusion phenotypic screen, mutant strain inhibition
# Dynein transport cytoplasmic EGFP – second read-out of Dynein transport, no call of its own (marks repeat the call); z-score; measured here: cytoplasmic GR-EGFP intensity; active compounds read high
# Dynein transport nuclear GR-EGFP – recorded beside Dynein transport, whose call it bears; z-score; measured here: nuclear GR-EGFP intensity;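 lower value marks the stronger effect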
# Dynein transport cell count – also measured in Dynein transport; calls as there; z-score; measured here: cell count per field
# Insulin prom up cell count – recorded beside Insulin prom up, whose call it bears; cell count; measured here: cytotoxicity, nuclei count;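 total cells summed across four imaged fields per well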
# Hep lipid drop cells 6.5 µM – also measured in Hep lipid drop; calls as there; cell count; measured here: cell count, cytotoxicity flag;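 cells counted across two imaged fields per well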
# b-catenin transl cell count 5 µM – second read-out of b-catenin transl, no call of its own (marks repeat the call); cell count; measured here: cell count, cytotoxicity flag
# MT stabilize HCS Hoechst-high % – recorded beside MT stabilize HCS, whose call it bears; % Hoechst-high responders; measured here: nuclear condensation Hoechst responders;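 share of cells brighter than vehicle mean plus two SD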
# MT stabilize HCS cytotoxicity % – second read-out of MT stabilize HCS, no call of its own (marks repeat the call); toxicity, %; measured here: cytotoxicity by cell density;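 0% = mean cell density of plate MIN control wells and 100% = no cells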
# Autophagy mod cell loss 18 h – also measured in Autophagy mod; calls as there; toxicity, %; measured here: cell loss, nuclei count;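 cell loss after 18 h compound exposure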
# The depositor's hits bear a star; i = inactive; / = not tested or not shown; + = active, no number. Only part of the results is shown. The share of hits here may be higher or lower than overall.
Structure	NOD2 inhibition	b-catenin transl	b-catenin transl cell count 5 µM	MT stabilize HCS	MT stabilize HCS Hoechst-high %	MT stabilize HCS cytotoxicity %	WT yeast gro inh	WT yeast gro inh mutant strain	Insulin prom up	Insulin prom up cell count	Dynein transport	Dynein transport cytoplasmic EGFP	Dynein transport nuclear GR-EGFP	Dynein transport cell count	Hep lipid drop	Hep lipid drop cells 6.5 µM	Yfh1-depleted yeast	Autophagy mod	Autophagy mod cell loss 18 h
Cc1c(NC(=O)c2cccc(NC(=O)c3ccco3)c2)cccc1C(=O)O	-4.1%	-0.1	1073	4.3	2.0	2.4	-7.7	7.2	-0.46	1246	0.992	-0.202	0.498	-0.242	1.0	737	i	i	3.8
Cc1ccc2nc(/C(C#N)=C\c3ccc(OC(=O)c4cccs4)cc3)[nH]c2c1	-129.1%	/	/	26.3	8.7	55.5	17.9	10.0	/	/	-0.478	-0.191	-0.747	1	/	/	i	i	2.8
Cc1cc(=O)oc2c1c(C)nn2-c1ccc(Br)cc1	-9.7%	-0.8	1036	1.1	1.4	7.2	27.0	15.5	-1.17	1398	1.65	-0.184	0.78	-0.96	11.4	776	i	i	4.0
O=C(O)CCc1nn2cc(-c3ccccc3)nc2[nH]c1=O	-9.6%	-2.5	1245	3.0	2.4	6.2	-2.7	-2.1	0.61	1031	-0.82	-0.241	-0.46	0.639	2.4	743	i	i	-3.5
CCOc1ccc(C2C(C#N)=C(N)Oc3nc[nH]c(=O)c32)cc1OC (stereo not drawn)	14.1%	0.7	770	7.1	3.1	6.8	10.3	13.3	0.77	1158	-0.0994	-0.279	0.229	-0.26	/	/	i	i	-7.1
COc1ccc(OC)c(N(CC(=O)N2CCc3ccccc3C2)S(C)(=O)=O)c1	13.1%	-0.3	1368	2.0	1.6	1.5	12.0	-6.1	1.14	1431	-0.484	-0.275	-1.07	0.273	/	/	i	i	7.7
O=C(CCC1CCCN(C(=O)Cn2cnnn2)C1)NCc1ccc(F)c(F)c1 (stereo not drawn)	-12.9%	-3.8	1051	2.8	1.7	7.0	1.5	13.0	-0.01	1424	0.623	-0.287	0.574	-0.0872	-5.7	718	i	i	-32.8
O=C(NC1CCCCC1)C1CCCN(S(=O)(=O)c2cnc[nH]2)C1 (stereo not drawn)	1.8%	/	/	5.7	3.2	7.0	-2.4	-2.9	-0.39	890	-0.741	-0.26	-0.245	0.844	/	/	i	i	3.7
CCN(CC(=O)Nc1ccc(Cl)c(C(F)(F)F)c1)CC(=O)NC1CCS(=O)(=O)C1 (stereo not drawn)	7.2%	-0.2	1136	4.0	1.8	6.6	-2.7	2.7	-0.49	1430	1.09	-0.166	0.933	-0.626	3.7	703	i	i	20.5
O=C1c2cccnc2C(=O)N1C1CCCCC1	17.5%	/	/	9.8	1.4	14.2	-0.5	-12.4	/	/	0.845	-0.0587	0.744	-0.327	/	/	i	i	13.7
C=CCn1c(Br)nc2c1c(=O)[nH]c(=O)n2C	13.1%	-0.9	1025	3.0	3.2	10.3	7.0	19.3	-0.05	1324	-0.0543	-0.259	0.651	1.51	7.9	673	i	i	9.5
O=C1C(CCS(=O)c2ccccc2)C(=O)N(c2ccccc2)N1c1ccccc1 (stereo not drawn)	5.7%	/	/	1.8	1.4	4.0	-5.4	2.2	/	/	0.0746	-0.148	0.51	-0.294	-2.8	725	i	i	15.9
COC(=O)C1CCN(c2ccc(Cl)nn2)CC1	8.5%	-1.5	1098	2.1	1.0	6.0	1.5	-4.3	0.57	1445	-0.469	-0.334	-0.252	-0.207	-1.0	712	i	i	-5.1
Cc1oc2cc(OC(=O)c3ccco3)ccc2c(=O)c1-c1nc2ccccc2n1C	10.1%	-2.9	544	3.9	2.0	9.5	-10.3	-9.0	1.59	1359	-0.077	-0.258	0.482	0.756	8.5	752	i	i	8.5
COc1ccc(Cc2nnc(SCC(=O)Nc3ncc(C)s3)o2)cc1	-13.9%	1.2	1049	2.7	1.4	49.2	10.6	32.5	0.02	1992	-0.29	-0.261	0.223	-0.699	-1.0	700	i	i	-3.4
CCNC(=S)N1CCN(c2cccc(C(F)(F)F)c2)CC1	1.4%	-0.3	591	2.2	2.6	0.9	27.0	19.0	-0.05	1305	1.35	-0.325	1.21	0.284	2.5	664	i	i	13.5
COc1ccc(Cn2c(C(C)C)nc3sc4ccccc4c(=O)c3c2=O)cc1	21.5%	1.9	1212	/	/	/	/	/	-0.74	1066	0.583	0.0297	1.39	-2.21	-21.4	883	i	/	/
CN(CC(=O)N1CC(=O)N(CCc2ccccc2)C(=O)C1)S(=O)(=O)c1cccc2nsnc12	-79.5%	-4.7	955	1.5	1.3	7.1	6.1	11.9	-0.03	1473	-0.769	-0.192	-0.343	0.582	/	/	i	i	10.5
O=C(/C=C/c1ccccc1[N+](=O)[O-])NCc1cccnc1	-1.9%	1.7	1085	3.2	2.5	3.3	7.9	7.1	-0.14	1413	0.0934	-0.234	-0.0889	-0.172	21.0	701	i	i	-5.5
COc1ccc2c(COC(=O)CC3Sc4ccccc4NC3=O)cc(=O)oc2c1 (stereo not drawn)	-2.6%	2.2	908	3.3	2.7	6.4	16.3	-14.2	/	/	-0.109	-0.254	-0.295	-0.626	0.4	424	i	i	-3.6
Cn1nnnc1SCC(=O)N1CCN(c2ccccc2)CC1	-16.4%	0.2	1068	2.8	4.1	8.5	11.8	1.4	1.06	1283	-0.711	-0.199	-0.21	0.581	-15.6	671	i	i	13.0
Cc1cc2oc(=O)cc(C)c2cc1NC(=O)CCl	-52.9%	3.1	1127	/	/	/	/	/	0.37	1156	-0.787	-0.203	-0.381	0.506	1.7	698	i	/	/
CC(CCc1ccccc1)NC(=O)C1CCCN(c2nnc(-n3cccc3)s2)C1 (stereo not drawn)	0.2%	-3.0	1099	9.1	1.0	6.6	0.4	-3.3	-0.17	1112	0.48	-0.0317	0.472	-0.77	22.7	752	i	/	/
Cc1ccc(S(=O)(=O)N2CCOCC2)cc1C(=O)N(C)CCOc1ccc(Cl)cc1	-11.7%	-0.7	1381	/	/	/	/	/	/	/	0.0589	-0.197	-0.0177	0.937	9.0	690	i	/	/
O=C(Nc1nc(-c2cc(Cl)sc2Cl)cs1)c1cccs1	11.6%	-0.1	1088	6.3	1.4	1.0	73.9*	56.4*	0.88	1180	-0.59	-0.0397	0.451	0.337	-18.9	617	i	i	26.8
CCOc1ccc(OCC)c(NC(=O)CCn2cccc2)c1	11.1%	-1.0	853	3.7	2.4	1.2	-9.1	-7.5	0.29	1300	-0.0619	-0.101	0.473	-0.361	/	/	i	i	-48.0
CCOCCCNC(=O)/C(C#N)=C/c1ccccc1F	-3.5%	-0.8	1141	2.7	3.0	7.8	13.7	20.3	-0.32	1364	-0.844	-0.3	-0.288	0.525	22.3	705	i	i	-12.0
CC1(C)C2([N+](=O)[O-])CN3CC1([N+](=O)[O-])CN(C2)C3c1ccc(O)c(O)c1 (stereo not drawn)	17.1%	0.7	1329	/	/	/	/	/	0.02	1096	-0.569	-0.218	0.058	1.04	1.6	662	i	/	/
Cc1ccc(CNc2ccc3c(c2)OCO3)c(C)c1	-7.9%	2.4	1232	3.7	1.8	4.3	12.0	11.9	/	/	12	28	14.8	0.143	14.3	759	i	+	0.8*
CCN=C1SC(CC(=O)Nc2sc(C)c(C)c2C(=O)OC)C(=O)N1CC (stereo not drawn)	9.4%	-0.8	924	3.3	2.7	4.0	7.2	12.0	-0.45	1316	-1.27	-0.293	-0.521	0.07	/	/	i	i	-0.9
NC(=S)NNC(=S)Nc1ccccc1	-1.1%	-0.1	1472	7.2	1.2	7.7	13.2	-0.3	-0.24	1422	-0.762	1.89	-0.104	1.31	-3.3	665	i	i	0.1
CCOC(=O)n1c(SCC(=O)N(CC)CC)nc2ccccc21	-10.7%	/	/	3.5	2.1	5.9	18.4	13.7	-0.3	1275	0.312	-0.123	0.048	0.169	0.1	711	i	i	31.2
Cc1ccc(S(=O)(=O)CCNC(=O)Cc2ccc(Cl)cc2)cc1	4.3%	0.0	946	3.3	2.9	6.3	-7.1	4.7	-1.3	1349	-0.325	-0.265	0.564	-0.86	3.2	638	i	i	12.7
COC(=O)c1[nH]c2cc(OC)c(OC)cc2c1NC(=O)c1cccc(OC)c1	-4.0%	-5.6	1010	1.5	1.8	9.2	18.6	8.0	0.1	1061	0.261	-0.268	0.371	-0.382	/	/	i	i	1.2
CCN(CC)C(=O)C1CC(=O)OC12CCCCC2 (stereo not drawn)	11.6%	-1.5	570	5.0	2.3	5.4	-3.9	6.0	/	/	2.13	-0.0127	0.538	-1.4	-6.9	705	i	i	1.6
COc1ccc(C(=O)N2CCCC(C(=O)N3CCN(c4ccccc4)CC3)C2)cc1 (stereo not drawn)	9.6%	0.6	1303	/	/	/	/	/	-1.03	1148	-0.0556	-0.151	-0.04	-0.00566	-14.9	664	i	/	/
COc1cc(C(=O)NCc2ccc(C)cc2)ccc1OCc1c(C)noc1C	6.2%	2.4	1418	2.2	1.7	1.1	-11.7	-21.1	-0.02	1340	-0.0762	-0.223	0.0851	-0.923	/	/	i	i	-1.5
